Akt phos inh: HTS Assay for Inhibitors of Akt Phophorylation: Primary Screen; Neuro2A IGF-stimulated pAkt S473 HTRF, 20 min; stronger effect = lower value; activity change, % for hits at 50 µM; 0.32% of 360,000 active; in the data active means activity change below about -80%; inconclusive means mostly about -51% to -80%; further: on the % scale 0 is the no-effect control and ±100 the full control effect
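Single-point screen (50 µM final compound) in Neuro2A cells stimulated 20 min with 6 nM IGF at 37 deg C. After lysis, Ser473-phosphorylated Akt read by HTRF (ex 330 nm, em 615/665 nm) as the 665/615 ratio.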
A549 tox: Nrf2 qHTS screen for inhibitors: counterscreen for cytotoxicity | A549 ARE-Fluc cells, CellTiter-Fluor viability, 18-24 h | Potency, µM (highest dose often 46 µM), inactives show top-dose activity change, negative = cytotoxicity, usual class: inhibitors | 0.16% of 390,000 active | AID 504648, 2011; further: potency means the concentration at half of the fitted maximal effect; on the % scale 0 is the no-effect control and ±100 the full control effect
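Cytotoxicity counterscreen: CellTiter-Fluor fluorescence was measured in A549 ARE_Fluc cells after 18-24 h of compound exposure in a concentration series. The subsequent BugLite luminescent read reports ARE-luciferase activity.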
EPAC2 antag: qHTS for Antagonist of cAMP-regulated guanine nucleotide exchange factor 2 (EPAC2): primary screen | Rap guanine nucleotide exchange factor 4 (Homo sapiens), Q8WZA2 | EPAC2 GEF exchange of Rap1B-BODIPY-GDP, fluorescence | Potency, µM (series often up to 114 µM), for inactives: top-dose activity, negative = inhibition, usual class: inhibitors | 0.18% of 360,000 active | AID 720708, 2013; further: potency means the concentration at half of the fitted maximal effect; on the % scale 0 is the no-effect control and ±100 the full control effect; nearly all actives have a fitted effect of over 45% in size; many of its hits are not listed in these tables
Target sequence (Q8WZA2 whole entry, looked up): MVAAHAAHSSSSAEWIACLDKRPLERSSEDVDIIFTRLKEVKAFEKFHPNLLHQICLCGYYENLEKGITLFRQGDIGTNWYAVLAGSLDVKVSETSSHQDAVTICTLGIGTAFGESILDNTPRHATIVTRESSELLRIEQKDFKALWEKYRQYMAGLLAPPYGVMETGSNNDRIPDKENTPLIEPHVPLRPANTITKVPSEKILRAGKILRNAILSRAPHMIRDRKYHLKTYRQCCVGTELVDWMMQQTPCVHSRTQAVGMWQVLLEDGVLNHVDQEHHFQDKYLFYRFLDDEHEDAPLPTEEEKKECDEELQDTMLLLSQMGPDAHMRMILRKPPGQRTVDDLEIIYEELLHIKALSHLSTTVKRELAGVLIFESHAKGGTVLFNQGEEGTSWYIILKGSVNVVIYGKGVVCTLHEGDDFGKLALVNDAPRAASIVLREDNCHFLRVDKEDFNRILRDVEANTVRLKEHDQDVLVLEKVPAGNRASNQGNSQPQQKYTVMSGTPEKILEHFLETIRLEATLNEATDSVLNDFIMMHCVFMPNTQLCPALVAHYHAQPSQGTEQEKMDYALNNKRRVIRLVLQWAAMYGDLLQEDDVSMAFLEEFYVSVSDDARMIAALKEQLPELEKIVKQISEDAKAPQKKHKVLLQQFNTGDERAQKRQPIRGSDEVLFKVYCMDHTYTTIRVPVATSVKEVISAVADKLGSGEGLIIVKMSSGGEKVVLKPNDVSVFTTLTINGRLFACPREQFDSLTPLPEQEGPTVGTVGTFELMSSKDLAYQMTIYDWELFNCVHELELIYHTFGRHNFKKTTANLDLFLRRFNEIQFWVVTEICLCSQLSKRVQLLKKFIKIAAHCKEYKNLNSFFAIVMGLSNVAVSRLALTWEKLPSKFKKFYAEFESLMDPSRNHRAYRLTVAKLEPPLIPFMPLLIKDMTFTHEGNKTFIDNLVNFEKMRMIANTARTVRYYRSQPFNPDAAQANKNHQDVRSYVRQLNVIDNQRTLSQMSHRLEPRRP
Nrf2 ARE act: qHTS of Nrf2 Activators; Potency, µM (titrated, usually from 46.1 µM), for inactives: at the highest dose activation, usual class: activators; 0.31% of 410,000 active; AREc32 ARE-luciferase reporter (MCF7-derived line), luminescence, 24 h; AID 624171, 2012; further: potency means the concentration at half of the fitted maximal effect; % of control where 0% means no effect; nearly all actives have a fitted effect of over 65% in size
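ARE-driven firefly luciferase activity in AREc32 cells measured after a 24 hr compound exposure at 37 deg C, using Steady-Glo reagent and a 30 min room-temperature hold.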
MmCpn inh: Inhibitors of TCP-1 ring complex (TRiC) of Methanococcus maripaludis (MmCpn): qHTS | Chaperonin Mm-Cpn (Methanococcus maripaludis) | purified Mm-Cpn ATPase, ADP Transcreener TR-FRET | Potency, µM (top dose mostly 76.9 µM), inactives show at the highest dose activity, negative = inhibition, most hits filed as inhibitors | 0.031% of 330,000 active | AID 504842, 2011; further: potency means the concentration at half of the fitted maximal effect; on the % scale 0 is the no-effect control and ±100 the full control effect; nearly all actives have a fitted effect of over 80% in size
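ATP (10 uM final) was added to archaeal chaperonin (25 nM final) after 10 min exposure to test compound at 37°C; after 30 min further incubation, ADP was detected by competitive TR-FRET.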
EPAC2 ag: qHTS for Agonist of cAMP-regulated guanine nucleotide exchange factor 4 (EPAC2): primary screen. EPAC2 activation, biochemical qHTS; response scale: 100% = 6.5 mM cAMP response. 0.079% of 360,000 active. Potency, µM (titrated, usually from 154 µM), without a hit: at the top dose activation, most hits filed as activators. Rap guanine nucleotide exchange factor 4 (Homo sapiens), Q8WZA2; further: potency means the concentration at half of the fitted maximal effect; nearly all actives have a fitted effect of over 50% in size
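qHTS, titration series. 100 nM EPAC2 / 250 nM Rap1B-BODIPY-GDP / 50 uM GDP; RT; ex 480/em 540 nm, 5-min reads to 30 min. Norm. to 6.5 mM cAMP = activation.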
CCT modulator: High-Throughput Screening for Modulators of Cytosolic Chaperonin Activity | purified chaperonin ATPase assay, HTRF ADP detection, 30 min | activity change, % (test concentration not listed), hits read low | 0.3% of 360,000 active; in the data active means activity change below about -30%; further: on the % scale 0 is the no-effect control and ±100 the full control effect
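We incubate TRiC, 40 or 20 nM final, with library compounds at 76 uM and 10 uM ATP for 30 min at 37 °C. ADP formed is detected with Transcreener HTRF reagents after 30 min at room temperature.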
TGFb SMAD3 inh: qHTS for Inhibitors of TGF-b. HepG2 CAGA-GFP TGF-b/SMAD3 reporter, GFP fluorescence, 18 h; TGF-beta stimulated, 500 pg/mL final. Potency, µM (doses to about 46.1 µM), for inactives: at the highest dose activity, negative = inhibition, hits mostly inhibitors. 1.2% of 410,000 active; further: potency means the concentration at half of the fitted maximal effect; on the % scale 0 is the no-effect control and ±100 the full control effect; nearly all actives have a fitted effect of over 65% in size
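Inhibition was scored as loss of TGF-beta-induced (500 pg/mL final, 18 hours, 37 degrees C) GFP in HEPG2 cells carrying a CAGA-GFP reporter, in DMEM with 1% FBS. Well GFP was summed per cell; Activity was normalised to unstimulated and stimulated DMSO wells, then concentration-response fitting.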
Nrf2 block: Nrf2 qHTS screen for inhibitors; A549 ARE-Fluc reporter, luciferase luminescence, 18-24 h; Potency, µM (titrated, usually from 46 µM), inactives show at the top dose activity change, negative = inhibition, hits mostly inhibitors; 2.1% of 360,000 active; further: potency means the concentration at half of the fitted maximal effect; on the % scale 0 is the no-effect control and ±100 the full control effect; nearly all actives have a fitted effect of over 60% in size
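Nrf2 function is reported as luminescence of an ARE-controlled luciferase in A549 cells. Compounds were tested at several concentrations, and a CellTiter-Fluor read on the same wells flagged cytotoxicity.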
* hit, by the source's call; i = inactive; ? = inconclusive; . = no result given; [ ] = dose if it differs, or a comment. Unless noted, the call rests on the fitted dose curve; in most records, active means well fitted curve in the direction sought with a large enough effect; inconclusive means small, poorly fitted or top-dose-only effect, or another doubt; inactive means no such curve, though single readings can be large; an effect the other way counts as inactive or inconclusive. An excerpt; rates above refer to the full screens.

Below each compound: Akt phos inh, A549 tox, EPAC2 antag, Nrf2 ARE act, MmCpn inh, EPAC2 ag, CCT modulator, TGFb SMAD3 inh, Nrf2 block
#1 Fc1ccccc1/C=N/Nc1nc(N2CCCCC2)nc(N2CCCCC2)n1
 : i, 3%, 9%, -0.5%, 3%, 0%, -0.3, 0%, 16%
#2 COc1cc(/C=C/c2onc(C)c2[N+](=O)[O-])cc(OC)c1OC
 : i, 2%, -1%, -0.3%, ., -9%, -1.6, 13%, -4%
#3 COC(=O)c1c(C)sc(-c2c(-c3cccc(Cl)c3)[nH]c3c2c(=O)[nH]c(=O)n3C)c1O
 : ., 4%, ., 1.6%, ., ., ., 87%[activator], -6%
#4 CCOC1=C2[C@@H](CN(S(=O)(=O)c3ccc(C)cc3)[C@H]2c2ccccc2F)[C@H]2C(=O)N(CC)C(=O)[C@H]2C1
 : i, ., -18%, 0.2%, ., 6%, 2.8, -21%, .
#5 CCOC(=O)C1(Cc2cccc(OC)c2)CCCN(C(=O)c2cc(C)oc2C)C1 (centres undefined)
 : i, -7%, -14%, 5.5%, -1%, -1%, 3.0, -20%, 19%
#6 CCCCN(C(=O)CN1C(=O)C2CCCCC2C1=O)c1c(N)n(CCCC)c(=O)[nH]c1=O (centres undefined)
 : i, -3%, 3%, 0.1%, 1%, 12%, 1.1, 2%, -15%
#7 Cc1ccc(S(=O)(=O)N2CCn3cccc3C2C)cc1 (centres undefined)
 : i, 10%, -3%, 0.3%, -12%, 9%, -4.3, ?, -5%
#8 CCc1sc2nc(SCC(=O)Nc3cc(C)on3)n(-c3cccc(OC)c3)c(=O)c2c1C
 : i, ?, -1%, 3.3%, -3%, 5%, -36*, -20%, ?
#9 COC(=O)C1=C(C)N(c2ccc(OC)c(OC)c2)C(=O)C1
 : i, 1%, 13%, 16%, 1%, 4%, -1.2, -8%, -5%
#10 O=C(CSc1nc2c(cnn2-c2ccc(F)cc2)c(=O)[nH]1)N1CCCc2ccccc21
 : i, -1%, -3%, -0.4%, 1%, 4%, 0.5, -3%, 5%
#11 CCNC(=O)OCC12CC3CC(CC(C3)C1)C2
 : i, 12%, -2%, -0.2%, 0%, 2%, -0.9, -4%, 0%
#12 CC[C@@H](C)[C@H](NC(=O)Cc1c(C)c2c(cc(C)c3c(C)coc32)oc1=O)C(=O)O
 : i, 1%, -9%, 0.8%, -9%, 6%, 0.3, 2%, -6%
#13 Cn1c(=NC(=O)c2ccco2)sc2cccc(F)c21
 : i, 0%, 1%, ?, -2%, 15%, 0.9, -19%, ?
#14 CC(=O)Nc1sc(C)c(C)c1C(=O)OCC(=O)NCc1ccccc1
 : i, 0%, 5%, 3.0%, 1%, 2%, -1.0, 18%, 12%
#15 Cc1cc(NC(=O)C2CCN(S(=O)(=O)c3ccc(Br)s3)CC2)ccc1Br
 : ., -3%, ., 0.0%, ., ., ., ?, -22%
#16 CCC1=NN(C(=O)COc2ccccc2)C(O)(c2ccc(Br)cc2)C1 (centres undefined)
 : i, -3%, -20%, 0.1%, 0%, 4%, 4.2, ?, 5%
#17 COc1cc([N+](=O)[O-])ccc1NC(=O)Cc1ccc(C)cc1
 : i, 1%, -8%, 0.4%, 2%, 8%, 0.1, 1%, ?
#18 COc1ccc(Cl)cc1/C=C1/C(=O)ON=C1C
 : i, -4%, 13%, 1.3%, -1%, 7%, -2.8, 1%, -4%
#19 CN(Cc1ccccc1)C(=S)NC(=O)c1ccccc1
 : i, 2%, 24%, 3.2%, -3%, 9%, 0.9, -9%, -10%
#20 COc1ccc(N(CC(=O)N2CCN(Cc3ccccc3)CC2)S(C)(=O)=O)cc1Cl
 : i, 19%, 17%, 4.4%, 0%, 14%, -5.6, -15%, -7%
#21 Cc1ccc(NC(=O)c2cncc(Br)c2)cc1S(=O)(=O)N(C)C
 : i, 13%, 11%, 3.3%, 0%, -1%, -1.8, -6%, ?
#22 C/C(=N\Nc1ccc(C(F)(F)F)cc1[N+](=O)[O-])C1CC1
 : i, 1%, 19%, -0.7%, 2%, -4%, -2.6, 5%, 1%
#23 CC1CCC/C(=N\NS(=O)(=O)c2ccccc2)C1 (centres undefined)
 : i, 7%, -1%, -0.3%, 0%, 1%, -1.9, 1%, -11%
#24 CC(=O)O[C@H]1C(=O)[C@@]2(C)C([C@H](OC(=O)c3ccccc3)[C@]3(O)C[C@H](OC(=O)[C@H](O)[C@@H](NC(=O)c4ccccc4)c4ccccc4)C(C)=C1C3(C)C)[C@]1(OC(C)=O)CO[C@@H]1C[C@H]2O (some centres undefined)
 : i, -22%, -1%, -0.3%, -10%, -7%, 0.6, ?, -20%
#25 Cc1cccc(NS(=O)(=O)c2ccc3oc(=O)c4ncn(C)c4c3c2)c1C
 : ., 0%, ., -0.5%, ., ., ., -8%, 17%
#26 CCc1ccc(NC(=O)c2ccc3c(c2)nnn3CC)cc1
 : ., 6%, ., 1.0%, ., ., ., 27%, ?
#27 Cc1ccn2c(=O)nc(SCC(=O)NCc3ccc(F)cc3)nc2c1
 : i, -4%, -5%, 0.2%, -3%, 2%, 1.3, 18%, -9%
#28 Cc1ccc(C)n1Cc1ccc(C(=O)O)cc1
 : i, -1%, ?, -0.8%, -4%, -1%, -0.4, -28%, 5%
#29 COc1ccc(-c2n[nH]c(=S)o2)c(OC)c1
 : i, -3%, -5%, 3.1%, -12%, -2%, -3.8, -3%, .
#30 Nc1nc2ccccc2cc1-c1cccs1
 : i, 0%, -10%, 3.6%, -8%, 17%, -2.8, -17%, ?

Shown with tabs: entries from further up.
No.	SMILES	Akt phos inh	A549 tox	EPAC2 antag	Nrf2 ARE act	MmCpn inh	EPAC2 ag	CCT modulator	TGFb SMAD3 inh	Nrf2 block
9	COC(=O)C1=C(C)N(c2ccc(OC)c(OC)c2)C(=O)C1	i	1%	13%	16%	1%	4%	-1.2	-8%	-5%
11	CCNC(=O)OCC12CC3CC(CC(C3)C1)C2	i	12%	-2%	-0.2%	0%	2%	-0.9	-4%	0%
18	COc1ccc(Cl)cc1/C=C1/C(=O)ON=C1C	i	-4%	13%	1.3%	-1%	7%	-2.8	1%	-4%
16	CCC1=NN(C(=O)COc2ccccc2)C(O)(c2ccc(Br)cc2)C1 (centres undefined)	i	-3%	-20%	0.1%	0%	4%	4.2	?	5%
29	COc1ccc(-c2n[nH]c(=S)o2)c(OC)c1	i	-3%	-5%	3.1%	-12%	-2%	-3.8	-3%	.

Continued.
Below each compound: Akt phos inh, A549 tox, EPAC2 antag, Nrf2 ARE act, MmCpn inh, EPAC2 ag, CCT modulator, TGFb SMAD3 inh, Nrf2 block
#31 Cc1ccc(NC(=O)COC(=O)c2ccc(OC(F)F)cc2)cc1S(=O)(=O)N1CCCCC1
 : i, 0%, 3%, -0.7%, ., 14%, 2.3, 3%, 6%
#32 C=CCN(c1ccccc1Cl)S(=O)(=O)c1cccc(C(=O)OCC(=O)N(C)C2CCS(=O)(=O)C2)c1 (centres undefined)
 : i, 7%, -25%, -0.6%, -1%, 5%, 0.6, -15%, 8%
#33 Cc1ccc[n+](C(C)C(=O)Nc2ccc([N+](=O)[O-])cc2C)c1 (centres undefined)
 : i, -4%, 2%, 0.2%, 0%, 4%, 1.2, -4%, 7%
#34 COc1cc(/C=C/C(=O)OCC(=O)N(C)Cc2ccccc2)cc(OC)c1OC
 : i, 4%, -20%, 3.4%, 2%, -1%, 0.2, -1%, -14%
#35 O=C(COC(=O)Cc1ccsc1)NC(c1ccccc1)c1ccccc1
 : i, 0%, -12%, 0.0%, 0%, 7%, -1.3, 10%, -14%
#36 CC(C)Oc1ccc(S(=O)(=O)N2CCOCC2)cc1NC(=O)C1=COCCO1
 : i, 0%, -2%, 1.7%, 0%, 9%, -1.6, 5%, -3%
#37 Cc1ccccc1-c1noc(-c2ccc(NCC3CCCO3)c([N+](=O)[O-])c2)n1 (centres undefined)
 : ., -4%, ., 8.2%, ., ., ., 0%, 6%
#38 CCOC(=O)C1=C(COC(=O)c2ccccc2[N+](=O)[O-])NC(=O)NC1C (centres undefined)
 : i, 0%, 2%, 0.8%, 1%, 0%, 0.7, 7%, 3%
#39 CCOc1ccc(S(=O)(=O)N2CCCCC2)cc1NC(=O)C1CCC1
 : i, 7%, 7%, -0.6%, 2%, 3%, -1.1, -19%, -15%
#40 Cc1cc(O)c(C(C[N+](=O)[O-])c2ccc(Cl)cc2)c(=O)o1 (centres undefined)
 : i, 6%, 22%, -0.4%, 1%, 3%, 1.4, -17%, 12%
#41 CCCN(CCC)CCCNC(=O)CCNS(=O)(=O)c1ccc(Br)cc1
 : i, 2%, -8%, 2.5%, -2%, 5%, 0.8, 10%, 21%
#42 c1ccc(-c2nn3c(Cn4nnc5ccccc54)nnc3s2)cc1
 : i, -2%, 14%, 0.8%, -1%, -6%, 2.0, 4%, -2%
#43 O=C(NCCNc1ccc([N+](=O)[O-])cc1)c1cccs1
 : i, -21%, -5%, 3.0%, 4%, 11%, 1.0, -3%, -17%
#44 O=c1c2ccccc2nnn1COc1ccc(F)cc1Cl
 : i, -6%, 9%, 3.3%, 0%, 5%, -1.4, -8%, ?
#45 CCOC(=O)c1cccc(NC(=O)COc2ccc([N+](=O)[O-])cc2)c1
 : i, -10%, -4%, -0.3%, 0%, 8%, 0.3, -14%, 26µM*

Screening results (PubChem BioAssay)
